TDP1 block: blocks human tyrosyl-DNA phosphodiesterase 1 | Q9NUW8 | recombinant TDP1, AlphaScreen DNA substrate cleavage | actives 0.28% (n = 350,000) | Potency, µM (titrated, usually from 130 µM), without a hit: at the highest dose activity change, negative = inhibition, actives largely listed as inhibitors | AID 485290; also: nearly all actives have a fitted effect of over 40% in size
Target sequence (Q9NUW8 whole entry, looked up): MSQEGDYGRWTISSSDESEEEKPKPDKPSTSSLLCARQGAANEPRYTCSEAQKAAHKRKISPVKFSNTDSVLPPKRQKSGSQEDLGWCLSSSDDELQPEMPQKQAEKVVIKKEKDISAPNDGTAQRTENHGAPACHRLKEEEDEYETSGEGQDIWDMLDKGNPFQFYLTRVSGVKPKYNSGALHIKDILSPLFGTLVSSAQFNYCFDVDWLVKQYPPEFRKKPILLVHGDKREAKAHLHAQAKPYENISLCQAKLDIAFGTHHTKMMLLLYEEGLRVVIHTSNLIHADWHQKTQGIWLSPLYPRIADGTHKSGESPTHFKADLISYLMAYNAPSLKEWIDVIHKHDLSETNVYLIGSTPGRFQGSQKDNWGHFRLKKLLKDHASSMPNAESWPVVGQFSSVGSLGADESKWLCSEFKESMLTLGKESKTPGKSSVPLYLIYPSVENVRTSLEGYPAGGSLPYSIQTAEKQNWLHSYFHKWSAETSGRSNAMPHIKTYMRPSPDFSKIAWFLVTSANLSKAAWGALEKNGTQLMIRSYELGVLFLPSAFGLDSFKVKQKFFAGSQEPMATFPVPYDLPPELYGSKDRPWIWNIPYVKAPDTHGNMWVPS
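Recombinant E. coli-expressed Tdp1 (1 nM) preincubated with compound 15 min at RT, then 5'-biotin/3'-phosphotyrosine-FITC DNA substrate (15 nM) added for 5 min. AlphaScreen beads (10 ug/ml) added, 10 min RT; tyrosine-FITC cleavage read as signal loss.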
FEN1 inh: blocks human flap endonuclease 1; P39748; Recombinant FEN1 flap cleavage, fluorescence, 15 min; Potency, µM (titrated, usually from 114 µM), for the others: at the top dose activity change, negative = inhibition, most hits filed as inhibitors; actives 0.35% (n = 390,000); AID 588795; also: nearly all actives have a fitted effect of over 65% in size
Target sequence (P39748 whole entry, looked up): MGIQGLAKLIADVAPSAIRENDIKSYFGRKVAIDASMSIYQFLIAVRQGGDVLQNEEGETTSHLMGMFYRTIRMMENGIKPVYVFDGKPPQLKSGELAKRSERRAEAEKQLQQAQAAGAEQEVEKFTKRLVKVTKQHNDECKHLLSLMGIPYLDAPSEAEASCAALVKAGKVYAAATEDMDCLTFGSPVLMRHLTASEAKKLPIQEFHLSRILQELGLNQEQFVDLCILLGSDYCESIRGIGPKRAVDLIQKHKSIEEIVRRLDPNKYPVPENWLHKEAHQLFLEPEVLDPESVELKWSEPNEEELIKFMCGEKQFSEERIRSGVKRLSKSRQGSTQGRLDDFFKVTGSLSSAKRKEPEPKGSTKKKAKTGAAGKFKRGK
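Steps: FEN1 (10 nM) dispensed; compound added by pin tool; 15 min at room temperature; substrate added to 50 nM final; reads at 0 min and 15 min; data normalized and fitted (four-parameter Hill).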
N370S GC mod: inhibitors or activators of N370S glucocerebrosidase for Gaucher disease. P04062. N370S GC spleen homogenate, 4MU-glucoside fluorescence. Potency, µM (series often up to 59.4 µM), for the others: at the top dose activity change, negative = inhibition, actives largely listed as inhibitors. actives 0.092% (n = 330,000). AID 2101;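 also: 0% = full enzyme activity and -100% = no enzyme basal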
Active calls of the source: *; [ ] = another dose, or the depositor's remark. Calls follow the shape of the dose curve; as a rule, active = well fitted curve in the direction sought with a large enough effect; inconclusive = small, poorly fitted or top-dose-only effect, or another doubt; inactive = no such curve, though single readings can be large; an effect the other way counts as inactive or inconclusive. Unless noted, % is scaled to controls: 0 for no effect and ±100 for the full control effect; potency is read from the fitted curve at half-maximal effect.

Screening CCOc1ccccc1N(CC(=O)Nc1cccc(OC)c1)S(=O)(=O)c1ccccc1 returned TDP1 block -3.7%, FEN1 inh 11.5% and N370S GC mod 11.6%.
Cc1cccc(-n2c(CNC(=O)c3cccc([N+](=O)[O-])c3C)n[nH]c2=S)c1 was read as TDP1 block 2.3%, FEN1 inh 13.4% and N370S GC mod -4.9%.
COc1ccc(-c2nsc(C(=O)N(c3ccc(F)cc3)C(C(=O)NC3CCCC3)c3ccc(OC)cc3)c2N)cc1 (stereo not given) was read as TDP1 block 0.0%, FEN1 inh 1.9% and N370S GC mod 4.6%.
`CCCc1c(C)nc2c(Br)cccc2c1Cl` gave TDP1 block -2.7%, FEN1 inh -16.4% and N370S GC mod 3.6%.
Screening O=c1cc(-c2ccc(F)cc2)nc(SCc2nc(-c3ccc(Cl)cc3)no2)[nH]1 returned TDP1 block 0.0% and FEN1 inh 1.4%.
Screening C[C@@]12C(=O)N(c3ccc(C(F)(F)F)cc3)C(=O)N1[C@@H]1c3ccccc3OC[C@@H]1[C@H]2c1ccccc1 returned FEN1 inh -10.5% and N370S GC mod 12.4%.
Screening CN(CCC#N)C(=O)COC(=O)c1nn(-c2ccccc2)c(=O)c2ccccc12 returned TDP1 block 4.8%, FEN1 inh -1.0% and N370S GC mod -1.1%.
For C[C@H](NC(=O)c1nc[nH]c1C(=O)N[C@@H](C)C(=O)OC(C)(C)C)C(=O)OCc1ccccc1 the results were FEN1 inh -20.2% and N370S GC mod 11.1%.
Screening CCNC(=S)N1CCCC(C(N)=O)C1 (stereo not given) returned TDP1 block 2.7%, FEN1 inh 4.7% and N370S GC mod -5.0%.
`CC(CNc1ccc([N+](=O)[O-])c2cccnc12)Nc1c([N+](=O)[O-])cc(C(F)(F)F)cc1[N+](=O)[O-]` (stereo not given) gave TDP1 block 5.3%, FEN1 inh -3.6% and N370S GC mod 12.5%.
Screening O=C(CSc1nnc(-c2ccncc2)n1-c1ccccc1)Nc1ccc(Cl)c(Cl)c1 returned TDP1 block 3.8% and FEN1 inh 2.5%.
For Cc1ccc(C(=O)N2CCOCC2)cc1Cl the results were TDP1 block 0.0%, FEN1 inh 6.6% and N370S GC mod 1.9%.

Among those listed so far, two contain a CF3 group:
Screening C[C@@]12C(=O)N(c3ccc(C(F)(F)F)cc3)C(=O)N1[C@@H]1c3ccccc3OC[C@@H]1[C@H]2c1ccccc1 returned FEN1 inh -10.5% and N370S GC mod 12.4%.
`CC(CNc1ccc([N+](=O)[O-])c2cccnc12)Nc1c([N+](=O)[O-])cc(C(F)(F)F)cc1[N+](=O)[O-]` (stereo not given) gave TDP1 block 5.3%, FEN1 inh -3.6% and N370S GC mod 12.5%.

The listing picks up with the 2 entries that preceded the break.
Screening O=C(CSc1nnc(-c2ccncc2)n1-c1ccccc1)Nc1ccc(Cl)c(Cl)c1 returned TDP1 block 3.8% and FEN1 inh 2.5%.
For Cc1ccc(C(=O)N2CCOCC2)cc1Cl the results were TDP1 block 0.0%, FEN1 inh 6.6% and N370S GC mod 1.9%.
For CC(C)(C)C(CN1CCCC1)OC(=O)c1ccccc1 (stereo not given) the results were FEN1 inh -4.6% and N370S GC mod -13.7%.
`O=C(CSc1ccc(-c2ccc(-n3cccn3)cc2)nn1)Nc1ccc([N+](=O)[O-])cc1` gave FEN1 inh -11.8% and N370S GC mod 2.2%.
`N/C(=N\OC(=O)COc1ccc(Br)cc1Cl)c1ccncc1` gave TDP1 block -2.4%, FEN1 inh -2.7% and N370S GC mod 16.5%.
COc1ccc(C2c3c(ncn(Cc4ccco4)c3=N)Oc3ccc4ccccc4c32)cc1 (stereo not given) was read as TDP1 block -5.3%, FEN1 inh inconclusive and N370S GC mod 14.1%.
`Cc1csc(-c2nc3ccccc3n2C)n1` gave TDP1 block -2.7%[56.1 µM] and N370S GC mod 8.5%.
For Cc1ccc(NC(=O)C2CC(=O)Nc3ncnn32)cc1Cl (stereo not given) the results were FEN1 inh 21.4% and N370S GC mod 6.2%.
`CCCn1c(=O)n(-c2ccccc2)c(=O)c2sc3ccccc3c21` gave TDP1 block 6.4% and FEN1 inh 13.8%.
CCOC(=O)c1ccccc1NC(=O)COC(=O)C(CC(C)C)NC(N)=O (stereo not given) was read as TDP1 block -7.7%, FEN1 inh 18.3% and N370S GC mod 9.6%.
Screening O=C1NCCCCC1NS(=O)(=O)c1cccc(C(F)(F)F)c1 (stereo not given) returned FEN1 inh 7.2% and N370S GC mod -11.0%.
Screening C/C=C/C=C/C=O returned TDP1 block -2.5% and N370S GC mod -4.6%.
NNCCc1ccccc1 was read as TDP1 block -5.2%[56.1 µM], FEN1 inh -17.5% and N370S GC mod inconclusive.
Cc1ccc(/C=N/NC(=O)c2c(-c3ccccc3)noc2C)c(O)c1 was read as TDP1 block 3.5% and N370S GC mod -3.9%.

Among those listed so far, these have bromine.
`CCCc1c(C)nc2c(Br)cccc2c1Cl` gave TDP1 block -2.7%, FEN1 inh -16.4% and N370S GC mod 3.6%.
`N/C(=N\OC(=O)COc1ccc(Br)cc1Cl)c1ccncc1` gave TDP1 block -2.4%, FEN1 inh -2.7% and N370S GC mod 16.5%.

Going on with the list.
COc1ccc(C(=O)CCNc2cccc(Cl)c2)cc1 was read as TDP1 block 0.0%, FEN1 inh 3.8% and N370S GC mod 0.2%.
For COc1ccc(/C=C2\N=C(SC)N(C)C2=O)cc1 the results were TDP1 block 0.0%, FEN1 inh 0.3% and N370S GC mod -5.5%.
COc1ccc(-n2c(SCc3ccccc3F)nc3c([nH]c4ccccc43)c2=O)cc1OC was read as TDP1 block 1.1% and FEN1 inh 15.9%.
Screening O=C1SC(SCc2ccccc2)=N/C1=C\c1ccco1 returned TDP1 block -7.1%, FEN1 inh inconclusive and N370S GC mod 9.3%.
`COc1ccc(-c2c(-c3cc(OC)cc(OC)c3)n(C)c3ccc(-c4ccc5c(c4)OCCO5)cc23)cc1` gave TDP1 block 4.5% and FEN1 inh -10.6%.
Screening COc1ccc(C(=O)Nc2c(C)ccc3nsnc23)cc1[N+](=O)[O-] returned TDP1 block 5.8%, FEN1 inh -15.6% and N370S GC mod 11.1%.
Cc1ccc(CN2CCC(CNc3ncnc4onc(-c5ccc(F)cc5)c34)CC2)cc1 was read as TDP1 block 6.3% and FEN1 inh -6.3%.
For CCCCOc1ccc(-c2ncc(N)cn2)cc1 the results were FEN1 inh -19.9% and N370S GC mod 9.6%.
Screening N#Cc1ccccc1NC(=O)CSC1=Nc2ccccc2C2CC=NN12 (stereo not given) returned TDP1 block 0.0%, FEN1 inh 17.5% and N370S GC mod 5.9%.
Screening CC(C)(C)c1ccccc1NC(=O)NC1CCN(Cc2c(F)cccc2Cl)CC1 returned FEN1 inh -8.0% and N370S GC mod 6.8%.
Screening NS(=O)(=O)c1ccc(CNC(=O)c2cc(-c3cccs3)nc3ccccc23)cc1 returned FEN1 inh 4.3% and N370S GC mod 7.3%.
For CC1CCC(NC(=O)c2ccc(CS(=O)(=O)c3ccc(Cl)cc3)o2)CC1 (stereo not given) the results were TDP1 block 2.8% and FEN1 inh 5.8%.
CCOC(=O)CSc1n[nH]c(NC(=O)c2cccc(C(F)(F)F)c2)n1 was read as TDP1 block -2.0%, FEN1 inh 3.4% and N370S GC mod 6.8%.
For CN(C)c1ccc(-c2nnn(CC(=O)Nc3ccc4c(c3)OCCO4)n2)cc1 the results were TDP1 block 6.0%, FEN1 inh 2.8% and N370S GC mod 7.7%.
`O=C(NCCCN1CCCCC1)c1cc(Sc2ccc(Cl)cc2)nc2ccccc12` gave TDP1 block 0.0% and FEN1 inh 3.9%.
For Cc1ccc2nc(SCC(=O)Nc3cccc([N+](=O)[O-])c3)[nH]c2c1 the results were TDP1 block 6.7%, FEN1 inh -16.4% and N370S GC mod 0.6%.
`CON1C(=O)C(=O)N(OC)C2CCCCC21` (stereo not given) gave TDP1 block -1.0%, FEN1 inh -3.6% and N370S GC mod -5.8%.
`CC(=O)c1ccc(N2C(=NC(=O)C(C)C)SC3CS(=O)(=O)CC32)cc1` (stereo not given) gave TDP1 block 2.4%, FEN1 inh -0.3% and N370S GC mod -1.5%.
Screening COc1cccc2cc(C(=O)N3C(C)CCCC3C)c(=O)oc12 (stereo not given) returned TDP1 block 2.5%, FEN1 inh -0.4% and N370S GC mod 4.1%.
`CCCCCc1ccc(S(=O)(=O)NCCc2ccncc2)cc1` gave TDP1 block 2.3%, FEN1 inh 0.9% and N370S GC mod -11.9%.
`Cc1ccc2cccc(S(=O)(=O)N3CCN(c4ccccc4F)CC3)c2n1` gave TDP1 block -0.7%[56.1 µM], FEN1 inh -1.5% and N370S GC mod 6.1%.
Screening Cn1nccc1C(=O)N1CCN(c2ncccn2)CC1 returned FEN1 inh -4.0% and N370S GC mod -12.1%.
O=C(NCC1OCCCN1S(=O)(=O)c1cc(F)ccc1F)C(=O)NC1CCCCC1 (stereo not given) was read as TDP1 block 3.6%, FEN1 inh 18.4% and N370S GC mod -1.6%.
Cc1ccc(S(=O)(=O)NCC(=O)N(CC(=O)NCc2ccc(F)cc2)CC2CCCO2)cc1 (stereo not given) was read as FEN1 inh 1.6% and N370S GC mod -3.7%.

A draw from above in order of count of non-hydrogen atoms, low to high.
`Cc1ccc2cccc(S(=O)(=O)N3CCN(c4ccccc4F)CC3)c2n1` gave TDP1 block -0.7%[56.1 µM], FEN1 inh -1.5% and N370S GC mod 6.1%.
For CN(C)c1ccc(-c2nnn(CC(=O)Nc3ccc4c(c3)OCCO4)n2)cc1 the results were TDP1 block 6.0%, FEN1 inh 2.8% and N370S GC mod 7.7%.
Cc1ccc(S(=O)(=O)NCC(=O)N(CC(=O)NCc2ccc(F)cc2)CC2CCCO2)cc1 (stereo not given) was read as FEN1 inh 1.6% and N370S GC mod -3.7%.

Remaining list, next part:
For O=C(NCc1ccccn1)/C(=C/c1ccco1)NC(=O)c1ccccc1 the results were TDP1 block 0.0%, FEN1 inh -0.4% and N370S GC mod 1.5%.
CCCCNC(=S)N(C)/N=C/c1ccc(OCC(=O)Nc2ccc(OC)cc2)c(OC)c1 was read as TDP1 block 1.1%, FEN1 inh 1.6% and N370S GC mod -4.6%.
COc1ccc(-n2c(C)nc3cc(C(=O)N4CCOCC4)ccc32)cc1 was read as TDP1 block -6.6%, FEN1 inh -14.5% and N370S GC mod 6.1%.
Screening COc1cccc(Nc2nc3ccccc3n2C(C)C)c1 returned TDP1 block -7.9%, FEN1 inh -6.7% and N370S GC mod -1.6%.
COC(=O)c1c(-c2ccccc2)csc1NC(=O)CSc1ncnc2sc(C)c(C)c12 was read as TDP1 block -5.8%, FEN1 inh -11.6% and N370S GC mod 4.7%.
`COc1cccc(C2=CC(c3ccc(OC)c(OC)c3)NC(=S)N2)c1` (stereo not given) gave TDP1 block 0.0%, FEN1 inh 15.4% and N370S GC mod -12.4%.
`NC(CSCSCC(N)C(=O)O)C(=O)O` (stereo not given) gave TDP1 block 5.4% and N370S GC mod -2.2%.
Cc1ccc2nsnc2c1N(S(C)(=O)=O)S(C)(=O)=O was read as TDP1 block 1.1%, FEN1 inh -2.6% and N370S GC mod 4.9%.
`COc1ccc(-c2nc(N)nc(C)c2Oc2ccccc2Br)c(O)c1` gave TDP1 block 4.5%, FEN1 inh -4.8% and N370S GC mod -3.1%.
CN(Cc1ccccc1)C(=O)Cn1c(=O)oc2cc(S(=O)(=O)N3CCCC3)ccc21 was read as TDP1 block -1.3%, FEN1 inh -2.2% and N370S GC mod 1.2%.
For COc1cccc(NC(=O)Nc2cc(-c3cn4cccnc4n3)ccc2OC)c1 the results were TDP1 block 7.1% and FEN1 inh inconclusive.
`CC(C)CN(CC(C)C)C(=O)CN1C(=O)NC2(CCc3ccccc3C2)C1=O` (stereo not given) gave FEN1 inh -7.4% and N370S GC mod -3.7%.
Screening COc1cccc(C(=O)NC(=S)Nc2ccccc2N2CCOCC2)c1 returned TDP1 block 2.8%, FEN1 inh 0.4% and N370S GC mod inconclusive.
Screening N#Cc1c(N)nc2c(c1-c1ccccc1)CCC2 returned TDP1 block -2.5%, FEN1 inh -1.2% and N370S GC mod 11.4%.
For c1ccc2c(Cn3ccnc3)c[nH]c2c1 the results were TDP1 block 6.5%, FEN1 inh -2.7% and N370S GC mod 0.5%.
O=C(O)c1ccccc1-c1ccc(/C=C2\SC(=O)N(c3ccccc3)C2=O)o1 was read as FEN1 inh -14.3% and N370S GC mod -16.0%.
For COC(=O)c1ccc([C@H]2CC(=O)O2)cc1 the results were FEN1 inh 2.1% and N370S GC mod -6.0%.
For Cc1nn2cc(-c3ccc(Cl)cc3)nc2s1 the results were TDP1 block 0.0%, FEN1 inh 9.1% and N370S GC mod -16.2%.
For O=C(CNC(=O)c1cc(Cl)nc2ccccc12)Nc1ccccc1Br the results were TDP1 block -0.1% and FEN1 inh 6.2%.
Screening O=C1/C(=C/Nc2ccc3c(c2)OCO3)CCc2ccccc21 returned TDP1 block 0.7%, FEN1 inh -2.3% and N370S GC mod 4.2%.
